ASAP1 GAP inh: inhibitors of human ASAP1 ArfGAP activity, primary screen, biochemical, fluorescence polarization. Arf-GAP with SH3 domain, ANK repeat and PH domain-containing protein 1 (Homo sapiens), …. ASAP1-stimulated ARF1 GTP hydrolysis, GDP FP detection. inhibition, % at 16.5 µM. 0.19% of 360,000 active; in the data active = inhibition above about 25%;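 note: 0% = vehicle with enzyme and substrate and 100% = no enzyme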
ARFGAP1 inh: inhibitors of rat ARFGAP1 GAP activity, primary screen, biochemical, fluorescence polarization, GDP tracer | AID 651572, 2012 | 0.26% of 360,000 active | Arfgap1-stimulated ARF1 GTP hydrolysis, GDP FP detection | inhibition, % at 16.5 µM | ADP-ribosylation factor GTPase-activating protein 1 (Rattus norvegicus), Q62848;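 active = inhibition above a per-plate limit, mean inhibition of low control wells plus 3 SD, cut at about 25% in these data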;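 note: 0% = DMSO wells with enzyme and 100% = wells lacking Arfgap1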
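material = rat Arfgap1 catalytic domain, aa 1-136 | also added = human ARF1(Δ1-17)-GTP substrate | compound dosing = one concentration, 16.5 µM, DMSO 1.26% | times = GTP hydrolysis reaction 2 h at 25 °C | measured by = FP, GDP Alexa 633 tracer displaced from anti-GDP antibody, 620/688 nm | evaluation = percent inhibition of Arfgap1-stimulated GTP hydrolysis | replication = single well per compound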
sPLA2-III inh: human group III sPLA2 inhibitors, primary screen, biochemical, QFRET, BODIPY PC-A2 liposome substrate | 0.56% of 370,000 active | Group 3 secretory phospholipase A2 (Homo sapiens), Q9NZ20 | QFRET BODIPY PC-A2 liposome hydrolysis, fluorescence | inhibition, % at 12.2 µM | AID 743126, 2013;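 active = inhibition above mean plus 3 SD of compounds lying within the high and low control bounds, cut at about 19% in these data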;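 note: 0% = median of test compound wells and 100% = no enzyme DMSO wells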
UHRF1 MBD2 ctr: UHRF1 methylated DNA binding inhibitors, primary screen, counter-screen for MBD2 inhibitor project, biochemical, TR-FRET, human UHRF1, single concentration. E3 ubiquitin-protein ligase UHRF1 (Homo sapiens), Q96T88. UHRF1 binding to methylated oligo. inhibition, % at 4.4 µM. 0.75% of 370,000 active; in the data active = inhibition above about 21%;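 note: UHRF1 SRA domain binding a hemimethylated CpG hairpin DNA probe; 0% = median of test compound wells and 100% = reference inhibitor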
Tn7 DDE FP: inhibitors of Tn7 peptide binding to fibrin DD(E), primary screen, biochemical, fluorescence polarization, human fibrin, Tn7 probe. Fibrinogen beta chain (Homo sapiens), P02675. FP displacement of FITC-Tn7 peptide from fibrin DD(E); 0% = median of compound wells per plate. inhibition, % at 8.3 µM. 0.13% of 370,000 active. AID 720508, 2013;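 active = inhibition above the mean of compounds falling within the control limits plus 3 SD of them, cut at about 14% in these data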;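 note: 0% = plate median of compound wells and 100% = 10 µM Aha-Tn7 peptide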
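Assay system: human fibrin DD(E). Input: DD(E) 2 µM final. Medium: Tris buffer with calcium and detergent, pH 7.8. Compound dosing: single point at 8.3 µM. Timing: 10 min plus 3 h, room temperature. Technique: fluorescence polarization of the labelled Tn7 tracer. Read-out: percent inhibition. Replicates: singlicate testing.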
NR1D1 modulator: modulators of Rev-erb alpha DNA binding, primary screen, biochemical, FITC-DNA, fluorescence polarization, uHTS. Rev-erbα–FITC-DNA binding, 90 min. Nuclear receptor subfamily 1 group D member 1 (Homo sapiens), P20393. activity, % at 10 µM. 0.79% of 370,000 active;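 active = activity above about 14%, limit read from the data; passing the limit was not always enough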;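 note: 0% = DMSO wells with 35 nM protein and 100% = DMSO wells with 750 nM protein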
DDE Tn6 FP inh: inhibitors of Tn6 peptide binding to fibrin DD(E), primary screen, biochemical, fluorescence polarization, human fibrin, Tn6 probe. Fibrin DD(E) TRITC-Tn6 fluorescence polarization displacement. inhibition, % at 8.3 µM. 0.21% of 370,000 active;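 active = inhibition above a per-campaign cutoff: mean of compounds within control limits plus 3 SD, cut at about 15% in these data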;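 note: 0% = median of all compound wells on the plate and 100% = blocking peptide control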
PLCb3 inh: human PLC-beta3 inhibitors, primary screen, biochemical, fluorescence. 1-phosphatidylinositol 4,5-bisphosphate phosphodiesterase beta-3 (Homo sapiens), Q01970. Purified PLC-beta3, fluorogenic substrate. inhibition, % at 12.2 µM. 0.18% of 370,000 active. AID 720704, 2013; in the data active = inhibition above about 11%;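 note: 0% = median of compound wells on plate and 100% = full blocker control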
Target sequence (Q01970 whole entry, looked up): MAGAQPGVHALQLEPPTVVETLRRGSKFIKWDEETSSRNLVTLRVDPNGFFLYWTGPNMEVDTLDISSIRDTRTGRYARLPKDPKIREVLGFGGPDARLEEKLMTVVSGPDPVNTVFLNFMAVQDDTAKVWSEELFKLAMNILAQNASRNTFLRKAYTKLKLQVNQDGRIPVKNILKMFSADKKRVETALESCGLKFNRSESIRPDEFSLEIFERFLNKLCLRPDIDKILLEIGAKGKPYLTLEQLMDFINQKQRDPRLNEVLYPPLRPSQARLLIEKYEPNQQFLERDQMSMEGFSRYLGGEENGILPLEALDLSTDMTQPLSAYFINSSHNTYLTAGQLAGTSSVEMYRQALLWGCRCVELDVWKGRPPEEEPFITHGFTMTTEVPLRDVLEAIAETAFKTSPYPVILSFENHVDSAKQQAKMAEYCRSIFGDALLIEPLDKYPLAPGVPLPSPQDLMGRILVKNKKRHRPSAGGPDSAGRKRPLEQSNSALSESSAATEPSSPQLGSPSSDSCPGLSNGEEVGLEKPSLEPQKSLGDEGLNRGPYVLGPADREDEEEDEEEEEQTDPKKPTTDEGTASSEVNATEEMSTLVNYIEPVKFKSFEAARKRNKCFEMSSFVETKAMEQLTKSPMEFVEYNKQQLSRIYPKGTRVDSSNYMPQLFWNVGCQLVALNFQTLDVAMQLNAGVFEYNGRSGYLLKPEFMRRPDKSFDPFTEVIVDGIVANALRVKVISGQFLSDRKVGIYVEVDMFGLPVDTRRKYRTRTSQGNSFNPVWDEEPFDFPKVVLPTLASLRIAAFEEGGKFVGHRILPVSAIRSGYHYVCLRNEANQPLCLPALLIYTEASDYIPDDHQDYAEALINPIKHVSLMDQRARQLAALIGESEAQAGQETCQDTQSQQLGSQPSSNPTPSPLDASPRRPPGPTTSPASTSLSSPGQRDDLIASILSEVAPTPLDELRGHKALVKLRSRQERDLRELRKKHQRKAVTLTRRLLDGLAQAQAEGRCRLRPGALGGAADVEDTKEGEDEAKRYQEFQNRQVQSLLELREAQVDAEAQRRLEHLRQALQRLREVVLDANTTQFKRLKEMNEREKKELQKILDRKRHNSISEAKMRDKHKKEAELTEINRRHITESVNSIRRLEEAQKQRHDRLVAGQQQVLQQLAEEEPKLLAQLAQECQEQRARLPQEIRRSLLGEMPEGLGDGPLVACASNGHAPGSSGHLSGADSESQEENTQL
PLCg1 inh: PLC-gamma1 enzyme inhibitors, primary screen, biochemical, fluorescence, purified enzyme | AID 720700, 2013 | fluorogenic substrate | 1-phosphatidylinositol 4,5-bisphosphate phosphodiesterase gamma-1 (Homo sapiens), P19174 | 0.84% of 370,000 active | inhibition, % at 12.2 µM; in the data active = inhibition above about 9.5%
proKLK7 act: proKLK7 zymogen activators, primary screen, biochemical, fluorescence intensity; AID 652039, 2013; purified proKLK7, EDANS-DABCYL substrate fluorescence; 100% is mature enzyme control, 0% vehicle; Kallikrein-7 (Homo sapiens), P49862; activation, % at 7 µM; 0.9% of 370,000 active;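 active = activation above the mean of all tested compounds plus 3 SD, computed per campaign excluding outliers beyond control limits, cut at about 13% in these data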
* = called active by the depositor.

SMILES,ASAP1 GAP inh,ARFGAP1 inh,sPLA2-III inh,UHRF1 MBD2 ctr,Tn7 DDE FP,NR1D1 modulator,DDE Tn6 FP inh,PLCb3 inh,PLCg1 inh,proKLK7 act
C[C@@H](C(=O)Nc1ccc2ccccc2c1)[C@H]1C[C@]1(C)[C@H](NC(=O)c1cnccn1)c1ccccc1,-2.8,11.5,-15.5,1.7,0.4,-0.1,14.1,-0.4,-1.6,1.0
COC(=O)N/N=C1\CCCc2c(C)cc(C)cc21,-3.3,5.4,-4.4,1.6,5.5,2.5,-1.0,2.1,-0.8,-0.6
COc1cccc(-c2nnn(CC(=O)Nc3cc(OC)c(NC(=O)c4ccco4)cc3OC)n2)c1,8.0,-0.3,5.2,-1.7,1.3,-1.8,-4.0,-2.7,-1.5,-0.7
C/C(=N/n1cnnc1)c1cccnc1,-7.4,10.9,1.7,0.1,-5.5,2.3,-0.5,0.9,-2.3,-1.6
COc1cc(NC(=O)CN2C(=O)NC(C)(CCC(C)C)C2=O)cc(OC)c1 (stereo not drawn),-5.3,4.1,-12.6,5.1,-0.6,-4.2,-4.7,-4.9,-4.2,-0.2
CC(Oc1ccc(Cl)cc1Cl)C(=O)NC1=NN(c2ccccc2)C(=O)C1 (stereo not drawn),11.3,-3.0,-13.9,-11.0,8.4,-1.9,5.7,0.9,-0.1,0.7
CCCCCCN1CCN(C2CN(Cc3cn(Cc4cccc(Cl)c4)nn3)S(=O)(=O)C2)CC1 (stereo not drawn),-1.8,-10.3,2.1,9.7,-0.5,0.2,-5.4,2.8,3.3,-0.3
CC(C)NC(=O)c1c(O)c2cccc3c2n(c1=O)CCC3,6.0,-4.5,5.2,-1.5,-2.2,8.9,-5.8,-7.3,-2.1,-0.4
Cc1ccc(N(CC(=O)NCc2ccccc2)C(=O)CCC(=O)Nc2ccccn2)cc1C,8.0,-4.0,-8.2,12.4,0.7,5.6,3.8,-13.0,4.1,0.8
COc1ccc(COc2ccccc2C(=O)Nc2ccccn2)cc1[N+](=O)[O-],14.9,-0.6,-4.5,-0.5,-3.7,-4.9,0.1,1.4,0.7,-0.4
O=C(COC(=O)CCSc1ccccc1)Nc1ccccc1,12.8,-8.8,-4.3,0.8,-1.0,-6.0,1.9,-6.9,0.0,-0.3
O=C1CC2(CCCC2)Oc2ccc(Cl)cc21,7.0,-0.5,2.5,2.9,-5.0,1.9,0.5,2.5,5.7,0.3
CS(=O)(=O)c1ccc(Cl)c(NC(=O)CCCc2nc3ccccc3c(=O)[nH]2)c1,6.1,-6.1,12.3,1.3,3.8,-0.9,7.6,-6.8,2.5,-0.3
O=C(NC1CCCCC1)Sc1ccc(Cl)cc1,11.5,4.7,4.2,0.5,4.1,-1.4,3.8,-0.8,1.4,0.8
O=C(CCCN1C(=O)c2cccnc2C1=O)Nc1ccc(Br)cc1,-3.8,-7.4,5.8,-2.8,-3.4,-2.1,-4.0,-5.6,0.1,0.4
COc1cc(NC(=S)N2CCN(c3ccccn3)CC2)cc(OC)c1,-4.9,-7.5,17.3,2.9,5.2,-2.4,-10.7,-12.1,-4.8,0.7
O=C(OCC(=O)N1CCN(S(=O)(=O)c2ccc(Cl)cc2)CC1)c1cc(Br)ccc1O,-1.2,-3.4,6.4,-2.8,2.6,121.3*,-0.1,-3.8,5.2,-0.6
C/C(=N\N=C(/N)SC1CC(=O)N(c2ccc(Cl)c(Cl)c2)C1=O)c1cccs1 (stereo not drawn),14.3,17.4,-19.4,-0.3,-3.1,0.0,5.2,0.9,-1.2,0.5
COC(=O)c1cccc(NC(=O)CCc2c(C)noc2C)c1,11.8,-7.5,-2.5,0.2,-7.9,-1.5,-0.5,-2.4,2.6,-0.6
CC(C(=O)N1CCCCCC1)c1ccc([N+](=O)[O-])cc1 (stereo not drawn),0.7,-4.1,1.8,7.5,4.4,-2.6,5.8,-0.1,1.2,0.0
COc1ccc(CNC(=O)CCC(=O)N2CCN(S(=O)(=O)c3ccc(Cl)cc3)CC2)cc1,0.4,-7.1,-2.3,-1.4,6.7,-0.4,5.0,-7.7,0.6,0.9
Cn1c(=O)c(=O)n(C)c2cc(N3CCCCC3)c(NS(=O)(=O)c3ccc(Br)cc3)cc21,-1.2,-3.3,4.0,1.3,-6.6,7.5,-2.9,-99.1,-63.7,2.4
Cn1cc(Br)c(C(=O)NC2C3CC4CC(C3)CC2C4)n1 (stereo not drawn),-3.4,-5.2,-0.6,1.2,-0.9,-1.2,3.6,-0.4,0.9,0.1
CCc1nnc(NC(=O)c2ccc3c(=O)n4c(nc3c2)CCC4)s1,12.2,22.5,11.2,2.8,-3.9,2.8,2.8,-15.0,-6.9,1.2
Cc1cc(C)nc(-n2nc(C)cc2NC(=O)CNCc2ccccc2)n1,-3.6,1.0,2.6,6.7,-1.2,0.1,-10.7,-0.9,4.5,0.1
CCN1C(=O)[C@H]2[C@@H](c3ccc(-c4cccc(Cl)c4)cc3)N[C@@](Cc3ccccc3)(C(=O)OC)[C@H]2C1=O,-5.0,-1.1,-6.5,0.6,-1.2,0.4,-0.2,-0.5,0.4,0.5
Cc1ccc(Cl)cc1NC(=O)c1ccccn1,-13.9,-17.3,-3.8,-2.1,-0.1,-6.5,5.7,-4.3,-1.3,0.0
Cn1c(Cn2nnc3ccccc32)nnc1SCC(=O)Nc1ccc2c(c1)OCO2,4.3,7.7,6.5,-0.4,1.2,-3.1,3.3,1.2,0.0,-0.5
CCOc1ccc(NC(=O)c2sc(NC(C)=O)c(C(=O)OC)c2C)cc1,-14.5,-3.4,1.2,-2.1,-4.2,30.9*,-14.4,-2.9,-2.4,-0.3
CC(C)(C)c1ccc(CC(=O)N2CCC2(C)C(=O)NS(=O)(=O)c2ccc(Cl)s2)cc1 (stereo not drawn),-13.4,-4.2,-36.2,-0.8,-3.4,-2.9,1.1,-5.5,-1.4,-0.6

One compound at a time (already shown). Order of values: ASAP1 GAP inh, ARFGAP1 inh, sPLA2-III inh, UHRF1 MBD2 ctr, Tn7 DDE FP, NR1D1 modulator, DDE Tn6 FP inh, PLCb3 inh, PLCg1 inh, proKLK7 act
Profile of Cc1ccc(N(CC(=O)NCc2ccccc2)C(=O)CCC(=O)Nc2ccccn2)cc1C = 8.0, -4.0, -8.2, 12.4, 0.7, 5.6, 3.8, -13.0, 4.1, 0.8
Profile of CC(Oc1ccc(Cl)cc1Cl)C(=O)NC1=NN(c2ccccc2)C(=O)C1 (stereo not drawn) = 11.3, -3.0, -13.9, -11.0, 8.4, -1.9, 5.7, 0.9, -0.1, 0.7

Carrying on:
SMILES,ASAP1 GAP inh,ARFGAP1 inh,sPLA2-III inh,UHRF1 MBD2 ctr,Tn7 DDE FP,NR1D1 modulator,DDE Tn6 FP inh,PLCb3 inh,PLCg1 inh,proKLK7 act
CC(=O)c1ccc(NC(=O)CSc2nc(N3CCOCC3)nc(N3CCOCC3)n2)cc1,9.1,10.2,-4.6,0.4,6.0,7.4,-1.4,-6.8,-0.3,-0.3
Cc1nc(SCC(=O)N2CCCc3ccccc32)c2oc3ccccc3c2n1,5.2,-1.3,-4.6,3.6,-6.1,5.0,1.5,4.6,0.4,-0.1
COCCN1C=C2C(=O)C(C)(OC(=O)C3CCCC3)C(=O)C(c3ccccc3)=C2C=C1CCCC(=O)OC (stereo not drawn),7.5,2.9,-2.2,-1.4,-1.9,3.6,-11.2,-19.3,-13.0,0.3
Cn1c(=O)c2c(ncn2CC(=O)N/N=C/c2cn[nH]c2-c2ccc(F)cc2)n(C)c1=O,-11.1,15.2,0.9,-2.3,-0.5,-1.0,-3.5,-3.7,1.0,-0.8
CN1C(=O)CSc2ccc(NC(=O)N3CCc4ccccc43)cc21,2.1,7.9,-0.5,-1.4,-1.2,0.3,-5.6,-0.3,1.3,0.7
CCC(c1nnc(SCC(=O)N(C)c2ccccc2)n1Cc1ccccc1)N(C)C (stereo not drawn),0.3,1.6,-2.2,-2.2,2.1,-0.6,-5.5,0.3,3.6,-0.1
O=C(CN1CCN(c2ccccn2)CC1)N1CCc2ccccc21,-18.8,2.0,-2.3,7.9,-0.6,1.7,-8.2,1.7,0.2,0.6
COc1ccc(-n2c(O)c(/C=N/n3cnnc3)c3ccccc3c2=O)cc1,5.3,-4.5,1.7,-2.5,0.1,-1.2,-1.8,-45.0,-38.9,0.5
O=C(O)CC1C(=O)NCCN1CCCc1ccccc1 (stereo not drawn),0.9,-1.1,-0.3,0.2,-11.3,-3.3,4.3,2.4,-2.2,-0.4
CN(C)C1(CNCC(O)c2ccccc2)CCCCC1 (stereo not drawn),11.1,-8.2,5.9,2.9,7.4,1.9,4.3,-2.9,0.0,-0.3
Oc1cc(NCc2ccc(Cl)cc2)cc2cccnc12,-4.8,-1.2,4.8,-2.2,-4.7,-1.3,-0.7,-7.7,-7.5,-0.4

Screening data from PubChem.
